Screening data (PubChem BioAssay)
Vif inh = HIV Vif self-association inhibitors, primary screen, imaging, HEK293T, single point | HEK293T cells, Vif self-association by quenched fluorescence, 24 h | inhibition, % at 7.49 µM | 340,000 tested, 0.35% active | AID 602346, 2012; in the data active = inhibition above about 50%, passing the limit was not always enough; also: some results filed as inactive read as strong as hits
CF NFkB inh = inhibitors of PAF-induced NF-kB signaling, primary screen, cell-based, GFP fluorescence, uHTS | KKLEB NF-kB-GFP reporter, GFP fluorescence overnight | inhibition, % at 5 µM | 360,000 tested, 0.86% active;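 active = at least 50% inhibition at 5 µM, scaled per plate between neutral and stimulator controls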;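 also: PAF is a Pseudomonas aeruginosa culture filtrate used as stimulus; plate controls were PAF-stimulated DMSO wells for no effect and unstimulated DMSO wells for full effect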
NR2E3 ag-1 = inhibitors of NR2E3-RetCOR corepressor binding, primary screen, NR2E3 agonist project, biochemical, TR-FRET, GST-NR2E3, biotin-RetCOR. AID 2300, 2010. 320,000 tested, 0.12% active. 1536-well. inhibition of corepressor binding, % at 4.78 µM. Photoreceptor-specific nuclear receptor (Homo sapiens), Q9Y5X4;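 active = percent inhibition above the cutoff of mean plus 3 SD of all tested compounds, set per screening campaign, cut at about 20% in these data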;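 also: 0% = DMSO wells and 100% = biotin wells as full block of FRET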
Target sequence (Q9Y5X4 whole entry, looked up): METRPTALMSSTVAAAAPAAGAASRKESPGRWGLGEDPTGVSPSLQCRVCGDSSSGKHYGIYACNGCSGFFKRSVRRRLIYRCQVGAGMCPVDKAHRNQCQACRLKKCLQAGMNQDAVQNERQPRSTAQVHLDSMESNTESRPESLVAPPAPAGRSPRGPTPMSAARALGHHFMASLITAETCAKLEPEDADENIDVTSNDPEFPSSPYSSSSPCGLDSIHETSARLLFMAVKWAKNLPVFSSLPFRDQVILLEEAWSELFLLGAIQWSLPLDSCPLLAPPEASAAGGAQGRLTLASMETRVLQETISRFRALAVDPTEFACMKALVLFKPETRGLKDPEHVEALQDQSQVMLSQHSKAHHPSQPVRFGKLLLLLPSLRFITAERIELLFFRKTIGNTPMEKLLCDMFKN
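Material: NR2E3–RetCOR corepressor complex / Incubation: Compound–protein incubation for 5 h at 4 °C / Dosing: compound at 4.8 µM, single dose / Detection: time-resolved FRET / Benchmarks: high control biotin, low control 0.6% DMSO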
PDI turbidity = inhibitors of human PDI, primary screen, biochemical, turbidity, single point, plate reader; Protein disulfide-isomerase (Homo sapiens), P07237; PDI insulin aggregation turbidity, A650, 90 min; inhibition, % at 10 µM; 350,000 tested, 0.052% active; AID 588391, 2011;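 active = mean inhibition across replicates of 30% or more, whatever share of single replicates reach that level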;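 also: absorbance from insulin aggregation driven by PDI reduction with DTT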
Target sequence (P07237 whole entry, looked up): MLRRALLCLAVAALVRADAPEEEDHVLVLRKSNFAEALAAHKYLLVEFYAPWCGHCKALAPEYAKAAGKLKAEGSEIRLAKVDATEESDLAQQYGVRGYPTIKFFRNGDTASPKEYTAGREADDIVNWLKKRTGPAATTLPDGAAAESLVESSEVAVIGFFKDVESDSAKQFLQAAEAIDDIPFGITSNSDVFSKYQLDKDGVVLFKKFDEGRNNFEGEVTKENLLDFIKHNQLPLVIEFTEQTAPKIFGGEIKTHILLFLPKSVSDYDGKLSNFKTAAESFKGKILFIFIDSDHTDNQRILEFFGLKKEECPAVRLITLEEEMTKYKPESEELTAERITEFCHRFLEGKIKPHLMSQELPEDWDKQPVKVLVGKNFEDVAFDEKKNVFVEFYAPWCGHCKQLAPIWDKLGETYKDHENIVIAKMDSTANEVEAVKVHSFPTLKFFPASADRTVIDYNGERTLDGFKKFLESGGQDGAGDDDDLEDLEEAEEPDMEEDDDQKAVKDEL
NR2E3 ag-2 = NR2E3 agonists in two-hybrid cells, primary screen, cell-based, luminescence, CHO-S, Gal4-NCOR/VP16-NR2E3; Photoreceptor-specific nuclear receptor (Homo sapiens), Q9Y5X4; luciferase; inhibition of corepressor binding, % at 3.98 µM; 360,000 tested, 0.35% active; AID 602229, 2012;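 active = inhibition above the mean of all tested compounds plus 3 SD, cut at about 70% in these data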;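 also: 0% = DMSO with NR2E3 transfected cells and 100% = cells lacking NR2E3 construct; higher means lower luciferase signal from less NR2E3 corepressor binding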
Shn3 inh set2 = reduction of Shn3 3'UTR firefly luciferase signal, primary screen, Schnurri-3 inhibitor project, cell-based, Clone20 osteoblasts, set 2; Clone20 osteoblast Shn3 3'UTR firefly luciferase, 24 h; inhibition, % at 12.5 µM; 360,000 tested, 0.52% active; AID 588674, 2011;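 active = mean inhibition of at least 75% with every replicate also reaching 75%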;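 also: 0% = median of neutral control wells and 100% = pilot-screen positive control compound; some compounds past the cut are filed as inactive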
Peg3 promoter = Peg3 promoter-driven luciferase inhibitors, primary screen, cell-based, HeLa, luciferase luminescence; HeLa PEG-Prom luciferase reporter, overnight; inhibition, % at 20 µM; 360,000 tested, 1.7% active; AID 588405, 2011;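 active = inhibition of at least 50% at 20 µM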
CaV13 FRET inh = Primary screen for inhibitors of IQ motif and Ca2+-dependent inactivation inhibitor domain binding in CACNA1D, Förster resonance energy transfer in living cells, …; HEK cells, CFP/YFP FRET ICDI-IQ, plate reader, 10 min; percent FRET-ratio fall versus neutral wells; inhibition, % at 12.3 µM; 340,000 tested, 0.098% active;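 active = mean replicate inhibition of at least 30% and at least 1% of replicates passing that level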;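 also: 0% = median of the neutral control wells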
KKLEB cytotox = cytotoxicity in KKLEB CF airway cells, primary screen, cytotoxicity control for CF NF-kB inhibitor project, cell-based, uHTS, fluorescence assay plates. KKLEB CF airway cells viability, ATPlite luminescence, overnight; hits give low values; cells stimulated with P. aeruginosa culture filtrate. activity change (cytotoxicity), % at 5 µM. 360,000 tested, 0.36% active. AID 602141, 2011;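 active = corrected activity change at or below -50% at 5 µM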
MITF TRPM1 inh = inhibitors of MITF-dependent TRPM1 promoter reporter, primary screen, cell-based, SK-MEL-5, single point, luciferase; SK-MEL-5 TRPM1 promoter luciferase, 24 h; inhibition, % at 12.5 µM; 330,000 tested, 0.83% active;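 active = mean inhibition across replicates of 60% or more, whatever share of single replicates reaches that level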; also: values of inactives mirror those of a sister screen read the other way
HIF-2a inh = HIF-2a reporter inhibitors, primary screen, luminescence, 786-0 RCC cells. 786-0 RCC cells HIF-2a reporter, luciferase luminescence, overnight. inhibition, % at 18.8 µM. 360,000 tested, 0.72% active. AID 624352, 2012;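 active = inhibition of the luminescence signal of 40% or more relative to plate controls, in a single-dose primary screen at 18.75 µM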
The depositor's hits bear a star; · = not tested or not shown.

A first look, seven compounds:
1) Nc1ccccc1Oc1ccc2ccccc2c1
2) Cc1nn2c(NCc3ccccn3)cc(C(C)(C)C)nc2c1-c1ccccc1
3) CCCN(Cc1nnc(-c2ccccc2Cl)o1)C(=O)c1ccc(C)c(S(=O)(=O)N2CCOCC2)c1
4) O=C1C=C(c2ccccc2C(F)(F)F)C[C@@H](c2ccc3c(c2)OCO3)C1
5) Nc1ccc(S(=O)(=O)c2cccc(N)c2)cc1
6) O=C(COC(=O)CCC(=O)c1ccc(F)cc1)NCCc1ccccc1
7) Cn1c(=O)c2c3c(sc2n2c(SCC(N)=O)nnc12)CC(C(C)(C)C)CC3 (configuration not stated)
Compound	1	2	3	4	5	6	7
CaV13 FRET inh	-7	-5	-2	-5	-11	-5	-5
HIF-2a inh	-74	33	-43	-1	2	-4	9
PDI turbidity	-3	-2	18	0	8	-4	-6
NR2E3 ag-2	-8	-1	-9	-16	-22	-25	8
Vif inh	·	-4	-15	-28	4	7	0
CF NFkB inh	-2	12	-2	30	2	-14	-40
KKLEB cytotox	-12	-3	-1	-19	-15	4	-5
Peg3 promoter	-80	37	-34	12	1	-5	2
MITF TRPM1 inh	-7	3	-8	-14	3	4	4
NR2E3 ag-1	-2	-7	-1	4	6	·	0
Shn3 inh set2	-9	26	4	-20	-12	-4	8

This part in full, from the first entry:
1) Nc1ccccc1Oc1ccc2ccccc2c1
2) Cc1nn2c(NCc3ccccn3)cc(C(C)(C)C)nc2c1-c1ccccc1
3) CCCN(Cc1nnc(-c2ccccc2Cl)o1)C(=O)c1ccc(C)c(S(=O)(=O)N2CCOCC2)c1
4) O=C1C=C(c2ccccc2C(F)(F)F)C[C@@H](c2ccc3c(c2)OCO3)C1
5) Nc1ccc(S(=O)(=O)c2cccc(N)c2)cc1
6) O=C(COC(=O)CCC(=O)c1ccc(F)cc1)NCCc1ccccc1
7) Cn1c(=O)c2c3c(sc2n2c(SCC(N)=O)nnc12)CC(C(C)(C)C)CC3 (configuration not stated)
8) CC(C)CC(=O)Nc1nnc(S(=O)(=O)Nc2ccccc2)s1
Compound	1	2	3	4	5	6	7	8
CaV13 FRET inh	-7	-5	-2	-5	-11	-5	-5	-21
HIF-2a inh	-74	33	-43	-1	2	-4	9	4
PDI turbidity	-3	-2	18	0	8	-4	-6	-1
NR2E3 ag-2	-8	-1	-9	-16	-22	-25	8	-10
Vif inh	·	-4	-15	-28	4	7	0	6
CF NFkB inh	-2	12	-2	30	2	-14	-40	-8
KKLEB cytotox	-12	-3	-1	-19	-15	4	-5	-13
Peg3 promoter	-80	37	-34	12	1	-5	2	18
MITF TRPM1 inh	-7	3	-8	-14	3	4	4	-8
NR2E3 ag-1	-2	-7	-1	4	6	·	0	-4
Shn3 inh set2	-9	26	4	-20	-12	-4	8	-8

9) COc1ccc(C2C(C#N)=C(N)OC3=C2C(=O)CC(C)(C)C3)cc1Cn1nc(C)c([N+](=O)[O-])c1C (configuration not stated)
10) O=C(C1COc2ccccc2O1)N1CCN(c2ccccc2F)CC1 (configuration not stated)
11) CCC(=O)N1CCN(c2ccc(NC(=O)c3cc4ccccc4o3)cc2)CC1
12) Cc1cc(C(=O)N/N=C/c2ccco2)c2ccccc2n1
13) CC(C)CN(C(=O)CSc1nc(N)cc(N)n1)C1CCS(=O)(=O)C1 (configuration not stated)
14) CC(=O)C1=C(c2cccc([N+](=O)[O-])c2)N(C(C)=O)n2c(C)nnc2S1
15) CCn1c(=O)c2cc(C(=O)NCCCOC)sc2c2ccccc21
16) COC(=O)c1[nH]c2cccc(C)c2c1NC(=O)CN1CCCc2ccccc21
Compound	9	10	11	12	13	14	15	16
CaV13 FRET inh	-7	-5	-7	-5	-6	-17	-4	-3
HIF-2a inh	16	-55	-70	20	7	-121	-47	-20
PDI turbidity	-3	2	2	-1	3	13	2	6
NR2E3 ag-2	-18	-26	-20	-23	-23	15	-7	-12
Vif inh	2	1	-11	11	43	3	6	1
CF NFkB inh	0	-8	-6	-4	27	52*	19	-11
KKLEB cytotox	1	10	-16	11	-9	-40	-11	-3
Peg3 promoter	21	-15	-28	22	9	-88	-5	-10
MITF TRPM1 inh	12	-7	-34	0	1	0	13	-1
NR2E3 ag-1	-4	5	-3	0	·	-9	0	3
Shn3 inh set2	11	1	15	0	-3	19	5	-7

17) Cc1c(Br)c(=O)[nH]c(=O)n1COCc1ccccc1
18) COc1ccc2nc3oc(C(=O)N4CCC(C(N)=O)CC4)cc3cc2c1
19) CCC1(C)Cc2c(sc3nc(SCC(=O)c4ccccc4)[nH]c(=O)c23)CO1 (configuration not stated)
20) COC(=O)[C@@]1(C)[C@H]2C(=O)N(C)C(=O)[C@H]2[C@H]2CN=C(SCc3ccc(C#N)cc3)N21
21) CCOc1ccc(NC(=O)CN2C(=O)COc3ccc(Cl)cc32)cc1
22) O=C(CCC1CCCN(C(=O)c2cc(C3CC3)[nH]n2)C1)N1CCN(c2ccccn2)CC1 (configuration not stated)
23) Nc1ccc(C(=O)OCc2nc3ccccc3[nH]2)cc1
24) CCn1c(Cc2ccccc2)nnc1SCC(=O)Nc1ccc2c(c1)OCCO2
Compound	17	18	19	20	21	22	23	24
CaV13 FRET inh	·	-4	-5	-5	9	-4	·	-6
HIF-2a inh	6	-54	2	6	-13	13	-81	4
PDI turbidity	-9	4	12	6	·	5	-15	6
NR2E3 ag-2	-1	-35	-1	-9	17	-6	-32	14
Vif inh	·	4	1	8	-5	-12	4	11
CF NFkB inh	11	0	-21	-12	-16	7	16	-6
KKLEB cytotox	3	4	-1	5	8	3	3	-2
Peg3 promoter	13	-43	5	1	-6	10	-64	13
MITF TRPM1 inh	13	-1	-4	-7	·	3	-7	5
NR2E3 ag-1	2	-3	4	·	0	-4	1	0
Shn3 inh set2	13	-9	15	-2	10	5	-16	-8

25) CCOc1ccc(C(=O)NCC(=O)NCCCSc2ccccc2)cc1OCC
26) c1ccc(-c2nc3c4ccccc4ccn3c2CN2CCOCC2)cc1
27) Nc1ccc(C(=O)OCC(=O)N2CCc3ccccc3C2)cc1[N+](=O)[O-]
28) O=C(N/N=C/c1cccc(O)c1)c1ccc(NC(=O)C2CCCCC2)cc1
29) Cc1ccc(CCNS(=O)(=O)c2ccc3c(c2)N(C)CCO3)cc1
30) O=[N+]([O-])c1ccc(Nc2ccc(F)cc2)nc1
31) O=C(NCC1CC1)c1cccc2c1C(=O)c1ccc(N3CCCC3)cc1S2(=O)=O
32) Cc1nc2ccc(Cc3ccc4nc(C)[nH]c4c3)cc2[nH]1
Compound	25	26	27	28	29	30	31	32
CaV13 FRET inh	-5	0	·	·	-7	-16	-15	·
HIF-2a inh	17	-225	-55	1	18	-38	-11	-28
PDI turbidity	0	3	-12	0	3	0	0	3
NR2E3 ag-2	-33	-42	-18	-11	26	-30	9	3
Vif inh	4	4	0	-4	4	-5	4	·
CF NFkB inh	17	16	6	-20	4	-10	-14	-1
KKLEB cytotox	4	-19	-6	6	11	-13	7	-6
Peg3 promoter	-1	-201	-95	-16	16	-15	-3	-3
MITF TRPM1 inh	8	-10	0	17	-3	-6	-4	-3
NR2E3 ag-1	0	-4	2	·	4	0	·	3
Shn3 inh set2	10	-73	-17	5	-4	-19	3	5

33) O=C(Cc1ccc(Cl)cc1)N/N=C1\CCCc2ccccc21
34) CCCOC(=O)Cc1n[nH]c(=O)[nH]c1=O
35) Cn1ncc(Cl)c1C(=O)NNC(=O)Nc1cccc2ccccc12
36) COc1ccc(CNC(=O)/C=C/c2ccc(S(=O)(=O)NCc3ccco3)cc2)cc1OC
37) COc1cc2cc(C(=O)O)n(C)c2c(OC)c1OC
38) O=C(CSc1ncnc2sc3c(c12)CCCC3)N1CCC(c2noc3ccc(F)cc23)CC1
39) O=C1NC(Cc2ccccc2)C(=O)Nc2ccc(Br)cc21 (configuration not stated)
40) COc1ccc2c(C)c(C(=O)N3CC[C@@H](N4CCC(O)CC4)[C@H](O)C3)oc2c1
Compound	33	34	35	36	37	38	39	40
CaV13 FRET inh	·	0	-5	-4	-4	-7	-3	-3
HIF-2a inh	-6	9	15	10	15	16	17	10
PDI turbidity	-5	13	3	0	7	-1	-1	15
NR2E3 ag-2	-10	-7	-1	-7	1	-12	-20	13
Vif inh	-2	15	-3	·	3	3	0	·
CF NFkB inh	-9	-14	-8	3	-7	-13	-9	5
KKLEB cytotox	18	11	13	-6	2	4	5	14
Peg3 promoter	3	12	20	25	8	8	20	14
MITF TRPM1 inh	1	1	8	6	-4	-5	13	7
NR2E3 ag-1	1	2	·	-1	1	5	2	-2
Shn3 inh set2	18	-8	-7	-7	-12	-15	10	-8
